# Screening results deposited in PubChem BioAssay by several laboratories.
# HTRA1 inh: HTRA1 (human) protease inhibition | hit rate 0.5% among 340,000 | inhibition, % at 5.96 µM | recombinant HTRA1, FP-rhodamine activity-based probe, fluorescence polarization | Q92743; in the data active means inhibition above about 36%;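 further: 0% = enzyme with DMSO and 100% = wells lacking enzyme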
# PG9 binder: small molecules binding HIV-1 gp120 antibody PG9; TR-FRET gp120-PG9 antibody binding; inhibition, % at 6.7 µM; hit rate 0.43% among 360,000; in the data active means inhibition above about 8.5%
# rCAG RNA binder: molecules binding r(CAG) RNA repeats; r(CAG) RNA repeat, TO-PRO-1 dye displacement fluorescence; inhibition, % at 3 µM; hit rate 1.3% among 370,000; AID 651821;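 active means inhibition above the plate cutoff, the mean of all test compounds on that plate plus 3 SD, cut at about 35% in these data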;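 further: 0% = DMSO alone and 100% = 100 µM mitoxantrone as full dye displacement; higher means more dye released from RNA so lower well fluorescence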
# SIAE primary: human SIAE inhibition, primary screen; Q9HAT2; SIAE FP-Rh probe binding, fluorescence polarization; inhibition, % at 9.66 µM; hit rate 0.69% among 370,000; AID 1053197;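 active means inhibition above a cutoff: mean of compounds within the control limits plus 3 SD of those, cut at about 17% in these data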;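 further: 0% = plate median of compound wells and 100% = probe without SIAE protein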
# PRMT1 inh: PRMT1 (human) inhibition, primary screen; recombinant PRMT1, activity-based probe fluorescence polarization; inhibition, % at 2.79 µM; hit rate 1.3% among 370,000;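 active means inhibition above about 21% made by adding two undisclosed values, limit read from the data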
# LEDGF integ inh: blocks HIV-1 LEDGF/p75-dependent DNA integration; inhibition, % at 3.7 µM; AID 743269; TR-FRET IN-LEDGF/p75 DNA integration, Eu/Cy5; hit rate 0.64% among 370,000;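 active means inhibition above the screen-wide mean plus 3 SD, cut at about 13% in these data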;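 further: signal is the Cy5 over europium emission ratio at 671 and 618 nm; 0% = plate median of compound wells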
# ABHD4 inh: inhibitors of mouse ABHD4; Q8VD66; purified mABHD4, FP-Rh probe fluorescence polarization; inhibition, % at 8.92 µM; hit rate 0.54% among 370,000;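 active means inhibition exceeding the mean over every tested compound plus 3 SD, cut at about 30% in these data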;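 further: 0% = plate median of compound wells and 100% = S159A mutant with DMSO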
# Target sequence (Q8VD66 whole entry, looked up): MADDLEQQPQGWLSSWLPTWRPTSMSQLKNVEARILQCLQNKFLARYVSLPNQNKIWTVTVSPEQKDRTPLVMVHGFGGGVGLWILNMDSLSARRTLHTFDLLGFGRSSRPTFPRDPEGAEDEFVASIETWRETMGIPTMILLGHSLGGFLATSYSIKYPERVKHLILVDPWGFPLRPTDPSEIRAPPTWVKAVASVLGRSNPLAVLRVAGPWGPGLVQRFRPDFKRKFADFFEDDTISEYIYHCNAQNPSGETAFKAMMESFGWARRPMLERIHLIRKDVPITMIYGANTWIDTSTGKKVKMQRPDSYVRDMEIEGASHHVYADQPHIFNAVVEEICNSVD
#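 assay system = mABHD4 protein | compound dosing = single nominal dose of 8.92 µM, 0.89% DMSO final | read-out basis = percent inhibition of probe binding, normalized to plate controls | schedule = Enzyme–compound pre-incubation 45 min, then probe 60 min, both 25 °C | detection = fluorescence polarization, excitation 525 nm, emission 598 nm, BODIPY TMR filters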
# TCR-CD3 inh: blocks the human TCR-CD3 interaction. TAMRA-labeled TCR probe fluorescence, biochemical. inhibition, % at 9.4 µM. hit rate 0.37% among 360,000. AID 651800; in the data active means inhibition above about 19%;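 further: recombinant mutant TCR 2C K166C tagged with TAMRA read by polarization; 0% = receptor in buffer alone and 100% = receptor with positive control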
# TDP2 absorb: blocks human TDP2 phosphodiesterase activity; O95551; recombinant TDP2, T5PNP hydrolysis, p-nitrophenol absorbance 415 nm; inhibition, % at 12.8 µM; hit rate 0.34% among 370,000; AID 720702;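 active means inhibition above the mean of all tested compounds plus 3 SD, set per campaign, cut at about 25% in these data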;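 further: 0% = DMSO with enzyme and 100% = buffer with substrate but no TDP2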
#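 Test system: human TDP2 enzyme; Input: 120 nM TDP2 per well; Buffer or medium: Mg2+-containing Tris-HCl buffer, pH 7.5; Reagent: 5 mM T5PNP; Dosing: 12.8 µM single point, 1% DMSO; Incubation: reaction 2 h, 37 °C; Detection: p-Nitrophenol epi absorbance; Read-out: % inhibition relative to enzyme-containing and enzyme-free wells; Replicates: single well per compound.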
# NR1D1 modulator: Rev-erb alpha (human) modulation | P20393 | Rev-erbα–FITC-DNA binding, fluorescence polarization, 90 min | activity, % at 10 µM | hit rate 0.79% among 370,000;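 active means activity above about 14%, limit read from the data; passing the limit was not always enough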;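 further: 0% = DMSO wells with 35 nM protein and 100% = DMSO wells with 750 nM protein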
# Target sequence (P20393 whole entry, looked up): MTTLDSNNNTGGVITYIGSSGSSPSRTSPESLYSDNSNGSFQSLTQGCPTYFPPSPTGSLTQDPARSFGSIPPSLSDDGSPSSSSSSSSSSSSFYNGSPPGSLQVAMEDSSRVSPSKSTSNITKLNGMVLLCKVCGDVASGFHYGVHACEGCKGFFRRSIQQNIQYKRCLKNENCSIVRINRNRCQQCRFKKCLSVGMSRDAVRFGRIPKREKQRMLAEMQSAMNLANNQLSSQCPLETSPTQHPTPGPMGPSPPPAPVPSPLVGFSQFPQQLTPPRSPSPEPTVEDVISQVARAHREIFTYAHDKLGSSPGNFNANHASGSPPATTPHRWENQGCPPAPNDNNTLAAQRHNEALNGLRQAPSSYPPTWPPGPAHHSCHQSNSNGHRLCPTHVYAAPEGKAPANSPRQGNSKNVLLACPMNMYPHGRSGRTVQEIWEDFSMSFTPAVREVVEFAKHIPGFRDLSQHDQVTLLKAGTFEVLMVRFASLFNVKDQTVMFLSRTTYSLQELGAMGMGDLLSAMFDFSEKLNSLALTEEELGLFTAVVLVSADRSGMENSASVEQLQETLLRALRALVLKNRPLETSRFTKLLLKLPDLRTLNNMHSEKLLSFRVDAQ
# Active calls of the source: *; x = no result given; & = joins results of further samples.
Structure	HTRA1 inh	PG9 binder	rCAG RNA binder	SIAE primary	PRMT1 inh	LEDGF integ inh	ABHD4 inh	TCR-CD3 inh	TDP2 absorb	NR1D1 modulator
C#C[C@]1(O)CC[C@H]2[C@@H]3CCC4=CC(=O)CC[C@@H]4[C@H]3CC[C@@]21CC	-2.8&-1.8	-0.7&-2.1	-0.5&0.1	5.6&2.7	-3.0&3.3	1.6&-1.4	2.3&3.8	4.8&-2.1	2.3&11.9	-8.4&-4.2
CCOc1ccc(NC(=S)N2CCC(C(O)(c3ccccc3)c3ccccc3)CC2)cc1	-27.2	-1.0	-3.9	2.9	-3.7	-1.3	-1.3	6.5	-4.4	4.3
CC1CCc2c(N3CCC(O)CC3)c(F)cc3c(=O)c(C(=O)O)cn1c23 (stereo unspecified)	-2.1	-2.3	0.0	0.7	-5.2	-1.4	3.5	7.0	6.0	5.0
OCC(O)CN1CCN(c2ccccc2)CC1 (stereo unspecified)	2.0	0.0	0.8	-1.4	-3.5	-1.8	2.4	-0.2	3.6	-6.0&3.0
COc1ccc(Sc2ccc(NC(=O)c3ccccc3Cl)cc2C#N)cc1	-74.4	-0.7	13.2	-112.7	5.0	0.8	-29.8	-3.2	-12.0	-0.8
Cc1ccc(Nc2c(F)cccc2Cl)c(CC(=O)O)c1	x	x	6.9	1.5	-5.2	2.5	1.6	x	-10.7	0.9&-3.9
C[C@@H]1CC(=O)NN=C1c1ccc(NN=C(C#N)C#N)cc1	x	x	5.5	3.8	6.0	-1.6	9.1	x	1.2	6.6
CC(=O)N(CC(O)CO)c1c(I)c(C(=O)NCC(O)CO)c(I)c(C(=O)NCC(O)CO)c1I (stereo unspecified)	2.2	1.1	4.2	1.4	-5.7	2.6	-4.6	3.5	-5.5	-2.5
CCC12CCCN3CCc4c(n(c5ccccc45)C(O)(C(=O)OC)C1)C32 (stereo unspecified)	13.8	-3.8	-5.8	20.6*	2.9	1.0	9.9	8.7	21.8	-5.0
Nc1cc(=O)[nH]c(N)n1	3.5	0.2	2.4	-2.8	-2.3	-2.6	2.3	4.5	-2.3	4.6
CC1(C)Oc2ccc(C#N)cc2[C@@H](N2CCCC2=O)[C@@H]1O	5.7	-1.0	1.9	-0.1	-0.3	-2.6	5.4	-3.5	-6.1	-1.9
CCN(CC)CCOC(=O)C(c1ccccc1)c1ccccc1	1.0	-0.7	-3.1	-3.0	-0.2	0.1	-5.8	-1.1	2.1	-3.4&-4.4
O=C(O)CCCCCCCC(=O)O	8.0	-0.3	1.5	-8.4	0.4	-0.1	-1.7	11.1	-8.9	-2.6&-7.1
COc1c(O)cc2c(c1O)[C@@H]1O[C@H](CO)[C@@H](O)[C@H](O)[C@H]1OC2=O	-8.4	-1.2	-1.6	-3.4	-1.3	0.8	6.4	3.6	-9.3	12.7
CN1CCN(c2c(F)cc3c(=O)c(C(=O)O)cn4c3c2SCC4)CC1	-0.2	0.9	1.7	3.9	1.1	4.7	2.5	1.3	-4.6	-6.6
COc1cc(C(=O)NCCCCCC(=O)O)cc(OC)c1OC	-0.3	0.0	2.0	5.3	-5.5	2.4	3.7	-0.5	4.6	-6.7&0.6
CN(C)CCOC(=O)C(c1ccccc1)C1(O)CCCC1 (stereo unspecified)	4.0	-1.3	0.9	8.8	-0.6	2.2	-1.4	5.8	-5.2	-5.2&1.4
CCC(Cc1c(I)cc(I)c(N)c1I)C(=O)O (stereo unspecified)	4.1	-0.7	8.4	3.3	5.1	3.2	-12.4	-0.8	-12.6	-2.8&4.7
O=C1CCc2cc(OCCCCc3nnnn3C3CCCCC3)ccc2N1	-2.8	-0.2	-1.8	-1.9	5.8	-3.0	-12.8	-7.2	-5.2	0.1&-3.5
CCCCOC(=O)c1ccc(N)cc1	-3.2	0.6	-0.9	-1.5	3.6	-0.9	0.6	-6.5	-1.3	-1.7&6.7
COc1ccc(S(=O)(=O)Nc2nnc(CC(C)C)s2)cc1	-2.8	0.8	13.6	-5.3	-1.2	-2.5	-3.7	5.0	-8.1	-4.2
Cc1ccsc1/C=C/C1=NCCCN1C	0.3&4.8&-0.6	-0.2&-1.8&-1.4	0.6&0.7&-0.7	-5.6&-0.6&0.8	2.2&-2.7&0.0	-5.0&-2.1&-0.7	9.1&7.9&-0.6	0.5&0.0&-1.9	-0.4&2.7&0.6	6.0&5.0&1.7&-5.6
CC[C@]12CCCN3CCc4c(n(c5ccccc45)[C@@](O)(C(=O)OC)C1)[C@@H]32	-1.0	-2.0	-1.3	-0.4	1.2	-0.4	0.3	4.3	-6.0	0.5
CN=C(N)NC(=O)Nc1c(C)cccc1C	x	-1.0	0.4	7.9	-1.1	-3.2	0.2	4.0	2.3	-2.1
CCCN(CCC)C(=O)C(CCC(=O)O)NC(=O)c1ccccc1 (stereo unspecified)	4.0	0.7	3.4	0.0	-6.2	2.3	-2.8	2.1	-0.7	-4.7&2.2
CCN(CC)S(=O)(=O)c1ccc(C(=O)O)cc1	2.0	-0.7	3.0	-4.2	-2.6	-1.1	2.7	2.6	-12.7	6.2
CN1CCC(=C2c3ccccc3CC(=O)c3sccc32)CC1	1.5&-0.4&-1.1	-1.5&-0.5&-1.6	-0.5&3.2&1.4	-0.2&3.8&-1.6	5.7&9.3&1.3	-1.5&-2.5&-1.5	1.1&3.5&2.3	3.6&7.4&8.0	4.4&-1.8&4.1	-2.7&4.1&3.1&-2.8
Nc1ncnc(Nc2ccccc2)n1	3.4	-0.3	2.1	-1.8	-0.6	0.4	-4.3	10.9	-6.3	-6.1
O=C(c1ccccc1)c1ccc2n1CCC2C(=O)O (stereo unspecified)	3.3	0.2	1.5	-0.9	0.5	0.3	8.5	3.3	-1.5	-3.8&-0.3
CCOC(=O)Nc1ccc(NCc2ccc(F)cc2)nc1N	59.5*	-2.1	11.9	7.3	63.7*	8.4	-13.0	-7.7	6.8	8.2
COC(=O)Nc1nc2ccc(C(=O)C3CC3)cc2[nH]1	x	-0.2	4.2	-4.3	-5.4	-1.2	2.8	2.7	-11.2	-10.6
Oc1cc2c(cc1O)C1c3ccc(O)c(O)c3OCC1(O)C2 (stereo unspecified)	25.4	-18.9	1.3	0.1	55.5*	89.1*	30.0*	132.0*	-2.1	-26.1
COc1cccc2c(NCc3ccccc3)nc(-n3c(N)nc4ccccc43)nc12	x	x	x	6.7	-3.5	-4.4	37.1*	x	-1.8	-1.3
COc1cc(C)nc(-n2nc(C)cc2OC)n1	5.3	0.8	0.4	3.5	-3.3	-0.7	-4.0	3.8	20.1	3.0
CN(C)CCC[C@@]1(c2ccc(F)cc2)OCc2cc(C#N)ccc21	8.6	-1.7	3.0	3.8	6.4	1.4	7.5	-5.1	-3.4	3.7
CCCc1cc(C(N)=S)ccn1	-0.2	0.3	2.0	-4.9	-6.5	0.4	-1.1	3.8	-14.6	-1.0&1.1
CC(=O)OCC(=O)C1(O)CCC2C3CCC4=CC(=O)C=CC4(C)C3(F)C(O)CC21C (stereo unspecified)	-1.4	0.8	2.3	-4.3	2.0	-1.6	-2.8	1.9	4.1	-6.5
COc1cc(NC(=O)c2cc(C3CC3)on2)c(OC)cc1Cl	-4.2	-0.7	2.0	-1.9	-1.5	0.1	2.2	-0.2	-2.2	-9.0
O=C1c2c(O)cccc2C(C2OC(CO)[C@@H](O)[C@H](O)[C@H]2O)c2cc(CO)cc(O)c21 (stereo partly specified)	10.7	-8.1	25.6	2.8	5.9	2.4	14.8	-6.9	0.4	-1.1
O=C1c2ccccc2C(=O)c2c(O)c(O)cc(O)c21	71.7*	-9.6	42.1*	12.3	26.7*	0.8	73.3*	25.1*	8.5	-23.5
CCOC(=O)Nc1ccc2c(c1)N(C(=O)CCN1CCOCC1)c1ccccc1S2	-4.9&1.1	-0.5&0.1	-4.1&1.1	6.8&-1.1	-2.8&-2.3	-1.4&-0.3	2.5&-9.1	2.0&5.0	4.9&12.1	-0.1&4.0
C[C@]12CC[C@H]3C(=CCc4cc(O)ccc43)[C@@H]1CCC2=O	-3.6	-2.4	3.6	9.6	1.1	-0.5	5.1	15.4	-3.6	6.7
O=C(NC1CCC1)c1ccc(C#Cc2cccc(F)c2)nc1	x	x	1.4	5.3	-0.7	7.2	8.7	x	3.4	0.3
Cc1cc(O)c2c(c1)C(=O)c1cccc(O)c1C2=O	x	-1.0	-6.3	1.9	9.9	-2.8	12.6	-0.6	11.4	3.2
O=C(NCCN1CCOCC1)c1ccc(Cl)cc1	-2.5	0.1	0.6	1.6	-0.7	-1.1	-3.9	0.8	-3.4	-0.7
COc1ccccc1OC(=O)Oc1ccccc1OC	9.4	1.9	-0.6	0.9	3.2	-1.5	13.9	-6.3	9.6	-2.1&-0.9
CC(C)(C(=O)c1cccnc1)c1cccnc1	2.5	-1.0	1.5	-5.7	0.0	0.0	-9.1	-2.6	-7.1	-4.8
C/C=C(/C)C(=O)O[C@@H]1c2cc3c(c4c2[C@@]2(CO4)C(=O)C(OC)=C(OC)C=C2C[C@@H](C)[C@H]1C)OCO3	1.3	1.1	-3.5	1.2	3.8	3.5	-1.5	-6.5	-1.4	-4.4

# The closing four entries of the section before come first, to join the parts.
Structure	HTRA1 inh	PG9 binder	rCAG RNA binder	SIAE primary	PRMT1 inh	LEDGF integ inh	ABHD4 inh	TCR-CD3 inh	TDP2 absorb	NR1D1 modulator
O=C(NCCN1CCOCC1)c1ccc(Cl)cc1	-2.5	0.1	0.6	1.6	-0.7	-1.1	-3.9	0.8	-3.4	-0.7
COc1ccccc1OC(=O)Oc1ccccc1OC	9.4	1.9	-0.6	0.9	3.2	-1.5	13.9	-6.3	9.6	-2.1&-0.9
CC(C)(C(=O)c1cccnc1)c1cccnc1	2.5	-1.0	1.5	-5.7	0.0	0.0	-9.1	-2.6	-7.1	-4.8
C/C=C(/C)C(=O)O[C@@H]1c2cc3c(c4c2[C@@]2(CO4)C(=O)C(OC)=C(OC)C=C2C[C@@H](C)[C@H]1C)OCO3	1.3	1.1	-3.5	1.2	3.8	3.5	-1.5	-6.5	-1.4	-4.4
CN1CCN(CCCN2c3ccccc3Sc3ccc(S(=O)(=O)N(C)C)cc32)CC1	10.9	-2.4	-0.4	4.2	-1.1	-3.5	8.4	9.4	-11.6	-5.2
COc1cc2c(c(OC)c1OC)-c1c(cc(OC)c(OC)c1OC)C[C@H](C)[C@H](C)C2	-5.1	1.0	-7.3	2.7	-2.7	-2.3	-7.8	0.9	3.8	10.2
CCCCN(CCCC)CC(O)c1cc(Cl)cc2c1-c1ccc(Cl)cc1/C2=C/c1ccc(Cl)cc1 (stereo unspecified)	x	x	19.5	-10.7	-4.7	7.2	-2.5	x	-14.4	4.8
Cc1oncc1C(=O)Nc1ccc(C(F)(F)F)cc1	-0.5	1.0	1.7	11.4	-4.3	-0.9	-3.5	1.3	8.0	-0.2

# Not all compounds are listed, so the mix of outcomes need not match the whole.
